Source: PubChem (several laboratories)
HePTP inh: blocks human HePTP tyrosine phosphatase; recombinant HePTP phosphatase activity, OD absorbance; inhibition, % at 20 µM; 110,000 compounds, 0.64% hits; AID 521; in the data active = inhibition above about 50%;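 note: plate controls were vehicle for no effect and reference inhibitor for full effect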
Target sequence (P35236 whole entry, looked up): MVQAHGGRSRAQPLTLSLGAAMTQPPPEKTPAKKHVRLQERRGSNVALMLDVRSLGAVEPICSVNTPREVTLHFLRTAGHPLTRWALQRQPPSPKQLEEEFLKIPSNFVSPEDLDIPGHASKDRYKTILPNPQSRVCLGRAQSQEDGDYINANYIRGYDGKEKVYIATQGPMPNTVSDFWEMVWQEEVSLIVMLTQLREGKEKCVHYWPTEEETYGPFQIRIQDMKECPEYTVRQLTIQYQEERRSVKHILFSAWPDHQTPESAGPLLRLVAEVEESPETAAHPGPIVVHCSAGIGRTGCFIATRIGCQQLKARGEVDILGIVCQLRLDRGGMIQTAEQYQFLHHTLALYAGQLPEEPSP
BAP1 inh: inhibitors of human BAP1 deubiquitinase; Q92560; recombinant BAP1, Ub-AMC hydrolysis fluorescence kinetic; active compounds read low; activity remaining (% of control), % at 20 µM; 72,000 compounds, 0.48% hits; AID 436;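 active = activity remaining at or below 50% of control, provided the compound also passes the data quality filters; inactive = the rest, including low values that fail the filters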;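 note: 100% = DMSO wells rate and 0% = substrate alone blank rate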
Target sequence (Q92560 whole entry, looked up): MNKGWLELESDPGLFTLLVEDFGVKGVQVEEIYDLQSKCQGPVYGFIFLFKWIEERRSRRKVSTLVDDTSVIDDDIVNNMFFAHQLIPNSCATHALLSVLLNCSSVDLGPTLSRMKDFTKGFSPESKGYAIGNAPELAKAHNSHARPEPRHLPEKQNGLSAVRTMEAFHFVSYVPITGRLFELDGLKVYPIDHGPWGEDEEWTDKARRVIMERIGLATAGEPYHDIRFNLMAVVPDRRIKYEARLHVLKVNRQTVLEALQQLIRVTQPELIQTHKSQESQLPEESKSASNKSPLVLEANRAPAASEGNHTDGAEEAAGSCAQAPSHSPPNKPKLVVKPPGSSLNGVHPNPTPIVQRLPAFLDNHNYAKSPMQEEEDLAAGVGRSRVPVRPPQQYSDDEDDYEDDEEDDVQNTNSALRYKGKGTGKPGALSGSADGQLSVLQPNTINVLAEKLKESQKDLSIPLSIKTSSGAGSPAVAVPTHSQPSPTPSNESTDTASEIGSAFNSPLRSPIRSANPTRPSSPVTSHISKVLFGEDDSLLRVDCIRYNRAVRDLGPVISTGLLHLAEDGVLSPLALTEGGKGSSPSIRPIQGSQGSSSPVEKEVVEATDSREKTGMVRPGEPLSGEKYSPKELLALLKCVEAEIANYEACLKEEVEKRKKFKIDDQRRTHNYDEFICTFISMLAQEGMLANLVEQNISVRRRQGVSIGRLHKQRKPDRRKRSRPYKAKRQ
* = called active by the depositor; . = not tested or not shown; & = joins results of further samples; ! = a repeat was not active. Compounds as they come, and some 0.83% of all compounds hit somewhere here.

Below each compound – HePTP inh	BAP1 inh
> O=C(COC(=O)c1cnccn1)c1ccccc1
  7	99
> O=C(Nc1nc(-c2ccc3c(c2)OCO3)cs1)C1COc2ccccc2O1 (centres undefined)
  11	76
> CCC(C)(C)C1CCc2c(sc(NC(=O)c3cccnc3)c2C(N)=O)C1 (centres undefined)
  -6	.
> Cc1onc(-c2ccccc2Cl)c1C(=O)N1CC(C)OC(C)C1 (centres undefined)
  -3	108
> O=C(COC(=O)c1ccccc1)NCc1ccco1
  6	96
> COCCCn1c2nc3ccccc3nc2c2c(=O)n(Cc3ccccc3Cl)cnc21
  9	.
> Cc1cccc(NC(=O)Cn2c(=O)oc3ccccc32)c1
  7	110
> O=C(NCCc1ccccc1)C1CCCN(C(=O)NC2CCCCC2)C1 (centres undefined)
  6	92
> Cc1cc(C)c(C#N)c(Nc2ccc(Br)cc2)n1
  .	52
> O=C(Cn1c(=O)oc2ccccc21)N1CCCCC1
  -7	.
> CCOC(=O)C1=CN(c2ccc(F)cc2)C=C(C(=O)OCC)C1c1cc(OC)c(OC)c(OC)c1
  5	.
> CC(=O)c1ccc(NC(=O)C2CCCCC2)cc1
  6	.
> O=C(NCc1ccc(F)cc1)c1noc2c1CCCCC2
  3	100
> COc1cccc(-n2cnc3cccc(N)c32)c1
  92*!	88
> O=C(c1ccc2snnc2c1)N1CCOCC1
  3	92
> COc1ccc(NC(=O)CSC2CC(=O)N(c3ccc4c(c3)OCCO4)C2=O)cc1 (centres undefined)
  7	63
> CCc1ccc(/C=C(/C#N)C(N)=O)s1
  1	.
> Cc1nonc1OCCn1nnnc1N
  -1	105
> CCOc1ccc(S(=O)(=O)N(CC(=O)Nc2cccc(C(C)=O)c2)c2ccc(C)cc2)cc1
  -20	.
> O=C(O)c1ccc2c(c1)C(=O)N(c1ccc(-c3nnc(-c4ccccc4)o3)cc1)C2=O
  102*	.
> Cc1nnc(SCc2nnc(-c3ccc(Cl)cc3)o2)n1-c1ccccc1
  4	98
> CCn1c(=O)c(C(=O)Nc2ccccc2S(N)(=O)=O)c(O)c2ccccc21
  4	91
> COc1ccc(CC(=O)N(c2ccccc2)c2ccccc2)cc1OC
  -6	.
> Cc1cc(NC(=O)c2cccc(F)c2)ccc1NC(=O)c1ccccc1
  2	.
> Cc1ccccc1Nc1ccc([N+](=O)[O-])c2nonc12
  1	.
> CCCOCCOC(=O)C1=C(C)NC(=O)NC1c1cc(Cl)c(O)c(OC)c1 (centres undefined)
  6	93
> CCCC(=O)NCCc1cc2ccc(C)c(C)c2[nH]c1=O
  4	96
> O=c1[nH]c2cnccc2n1-c1ccccc1
  5	163
> C=CCc1ccccc1OCCOc1cccc(/C=c2\sc3nc4ccccc4n3c2=O)c1
  14	.
> O=C(Cc1ccc(-c2ccccc2)cc1)NCCN1CCOCC1
  8	97
> CCC(C)(C)n1nnnc1C(c1ccc(Cl)cc1)N1CCN(C)CC1 (centres undefined)
  10	114
> CCCCS(=O)CC(O)COc1ccc(C(C)(C)C)cc1 (centres undefined)
  -2	89
> C/C(N)=C(/C#N)C(=O)COc1ncnc2ccccc12
  8	84
> O=C(Nc1nc(-c2ccc3c(c2)OCO3)cs1)C1CC1
  -4	95
> Cc1c(C(=O)Nc2cccc(Cl)c2)oc2ccc(S(=O)(=O)N3CCC4(CC3)OCCO4)cc12
  6	.
> O=C(O)CCCN1C(=O)NC2NC(=O)NC21 (centres undefined)
  3	105
> O=C(O)c1ccc(NCc2cccnc2)cc1
  0	88
> COc1ccc(C(=O)N2CCN(C(=O)c3ccccc3F)CC2)cc1
  4	.
> CSc1nc(-c2ccccc2)c(C#N)c(=O)n1C
  9	.
> COc1ccccc1NS(=O)(=O)c1cc(C(=O)c2ccc(Br)cc2)ccc1C
  .	79

Continued; the last five above are carried over.
Below each compound – HePTP inh	BAP1 inh
> O=C(O)CCCN1C(=O)NC2NC(=O)NC21 (centres undefined)
  3	105
> O=C(O)c1ccc(NCc2cccnc2)cc1
  0	88
> COc1ccc(C(=O)N2CCN(C(=O)c3ccccc3F)CC2)cc1
  4	.
> CSc1nc(-c2ccccc2)c(C#N)c(=O)n1C
  9	.
> COc1ccccc1NS(=O)(=O)c1cc(C(=O)c2ccc(Br)cc2)ccc1C
  .	79
> CC(C)=C(NC(=O)c1ccco1)C(=O)NCCc1nc2ccccc2[nH]1
  2	103
> O=C(CSc1nnc2ncccn12)N1CCCCCC1
  4	91
> COc1cc(C)c(Cl)cc1S(=O)(=O)NCC1CCCO1 (centres undefined)
  8	58
> COc1ccc(N2C(=O)CC(Sc3nnc(-c4ccccc4)o3)C2=O)cc1 (centres undefined)
  -2	104
> CCOC(=O)c1cccc(NC(=O)CN(c2ccc(C)cc2)S(=O)(=O)c2c(C)noc2C)c1
  7	71
> COc1ccc(C2CC(C(F)(F)F)n3nc(C(=O)O)c(Cl)c3N2)cc1OC (centres undefined)
  1&4	101
> Cc1nc(C)c(C(=O)Nc2ccc(Oc3ccccc3)cc2)o1
  0	90
> COc1ccc(OCC(=O)Nc2cccc(NC(=O)COc3ccc(OC)cc3)n2)cc1
  6	.
> Cc1cccc(Nc2nc(Nc3cccc(C)c3)nc(SC(=S)N3CCOCC3)n2)c1
  -7	.
> O=C(OCCN1C(=O)c2cccc3c(N4CCOCC4)ccc(c23)C1=O)c1ccc(S(=O)(=O)N2CCOCC2)cc1
  .	60
> CCCCC(=O)NC1=NC(=O)C(C)(C)S1
  3	100
> Nc1c(C(=O)NCC2CCCO2)sc(=S)n1-c1ccccc1 (centres undefined)
  10	80
> CC(NC(=O)c1noc2c1CCCCC2)c1ccccc1 (centres undefined)
  3	92
> O=C1CC(c2ccc(Cl)cc2)CC2=C1C(c1cc3c(cc1Cl)OCO3)Nc1ccccc1N2 (centres undefined)
  9	.
> COc1cccc(N2CCN(C(=O)c3ccc(=O)oc3)CC2C)c1 (centres undefined)
  10	70
> O=C1Nc2ccccc2C1=NC1CCS(=O)(=O)C1 (centres undefined)
  .	138
> COc1ccc(NC(=O)C(=O)NCCN2CCN(S(=O)(=O)c3ccccc3)CC2)cc1
  1	.
> N=c1n(CCN2CCCC2)c2ccccc2n1CC(O)c1ccco1 (centres undefined)
  10	105
> COc1ccc(NC(=O)C(c2ccccc2)N(C)C(=O)c2cnccn2)cc1 (centres undefined)
  1	.
> O=C(O)c1cccc(NC(=O)C23CC4CC(C2)CC(n2cnc(Cl)n2)(C4)C3)c1
  4	95

Marked active in HePTP inh (from the list above):
Below each compound – HePTP inh	BAP1 inh
> COc1cccc(-n2cnc3cccc(N)c32)c1
  92*!	88
> O=C(O)c1ccc2c(c1)C(=O)N(c1ccc(-c3nnc(-c4ccccc4)o3)cc1)C2=O
  102*	.

The list continues:
Below each compound – HePTP inh	BAP1 inh
> O=C1C(=Cc2ccc(-c3ccccc3[N+](=O)[O-])o2)C(=O)c2ccccc21
  7	.
> CCN1CCN(c2nc3c(C)cccn3c(=O)c2/C=C(\C#N)S(=O)(=O)c2ccccc2)CC1
  16	92
> c1ccc2[nH]c(CSc3nnc(-c4ccncc4)o3)nc2c1
  1	109
> CCN(CC)c1ccc(/C=C2/SC(=S)N(CNc3cccc(C)c3)C2=O)cc1
  -14	.
> CCOc1cc2[nH]c(=O)n(CCCC(=O)NCc3ccco3)c(=O)c2cc1OCC
  0	97
> Cn1c(=O)c2nc(-c3ccc(Cl)cc3Cl)oc2c2ccccc21
  7	100
> O=C(CSc1ccccn1)N1c2ccccc2Sc2ccccc21
  -4	.
> O=C1CSC(c2cc3c(cc2[N+](=O)[O-])OCO3)N1c1ccc(Br)cc1 (centres undefined)
  .	99
> COc1cc(C(=O)Nc2c(-c3ccccn3)c(=O)c3ccccc3n2C)cc(OC)c1OC
  6	98
> COCCn1c(SC)nnc1-c1c[nH]c2ccccc12
  -6	93
> CC(=O)OC(C(=O)NC1CCCCC1)c1ccc(C#N)cc1 (centres undefined)
  0	76
> Cc1n[nH]c(C)c1CCc1nc2c3ccccc3nc(SCC(N)=O)n2n1
  1	95
> O=C1C(Nc2ccc(Cl)cc2)=C(N2CCCCC2)C(=O)c2ccccc21
  -4	.
> CCOc1cc(OCC)cc(C(=O)Nc2ccc(O)c(-c3nc4cc(C)c(C)cc4o3)c2)c1
  -1	.
> Cc1nc(SCC(=O)c2ccccc2)n[nH]1
  -8&10	121
> Cc1nc(CC(=O)O)c(-c2ccccc2)s1
  5	64
> CC(=O)N1CCc2cc(NC(=O)c3ccc(C)cc3)ccc21
  -9	72
> COc1cccc(OCCOc2ccc(/C=C3\C(=O)NN(c4ccccc4)C3=O)cc2OC)c1
  -7	.
> Cc1ccc(C2CC(c3ccccc3OC(F)F)Nc3ncnn32)cc1 (centres undefined)
  6	94
> CC(=O)c1cccc(NC(=O)NCc2ccco2)c1
  8	78
> CCn1c(-c2cc(Br)cc(OC)c2O)nc2cc(S(=O)(=O)N(C)C)ccc21
  -10	.
> COc1ccccc1-c1noc(-c2cc(OC)c(OC)c(OC)c2)n1
  4	97
> COc1ccccc1CNC(=O)CSc1nc(-c2ccccc2)cn1N
  2	95
> CCOc1cc(Br)cc(C=Nc2ccccc2Sc2c(C)n[nH]c2C)c1O
  -4	.
> Cc1nn(-c2ccccc2)c(C)c1NC(=O)c1cccs1
  -4	88
> O=C1C2C3c4ccccc4C(c4ccccc43)C2C(=O)N1Cc1ccco1 (centres undefined)
  3&8	89
> COCc1cc(=O)[nH]c(/N=C(\N)Nc2ccc(Oc3ccccc3)cc2)n1
  -7	93
> O=C1CNC(=O)/C1=C\N1CCCCC1
  -2	96
> CN1CCN(c2cc(=O)n(-c3ccccc3)c3ccccc23)CC1
  10	.
> COC(=O)C1=C(C)NC(=O)CC1c1ccc(C(=O)OC)cc1 (centres undefined)
  2	93
> Cc1cc(C(=O)Nc2c(F)cc(F)cc2Br)c(C)o1
  5	108
> CC1CC(=O)C2=C(C1)Nc1ncnn1C2c1ccccc1 (centres undefined)
  4	101
> Cc1ccc(S(=O)(=O)N(C)CCCC(=O)Nc2ccncc2)cc1
  4	90
> C/C(=C\C(=O)OCCOC(=O)/C=C(\C)NC1CC(C)(C)NC(C)(C)C1)NC1CC(C)(C)NC(C)(C)C1
  -1	.
> CCOc1ccc(NC(=O)c2ccc(-c3ccc(Cl)cc3)o2)cc1
  7	.
> CC(NC(=O)CN(c1ccc(F)cc1)S(=O)(=O)c1ccccc1)c1ccccc1 (centres undefined)
  2	.
> Cc1cc(C)cc(N2CC34C=CC(O3)C(C(=O)OCC(=O)NCc3ccco3)C4C2=O)c1 (centres undefined)
  7	108
> Cc1ccc(N[C@@H]2O[C@H](CO)[C@@H](O)[C@H](O)[C@@H]2O)cc1
  -3	.
> CCn1c(=S)ccc2ccc(OC)cc21
  -1	98
> O=C(Cn1cnc2c(cnn2-c2ccc(Cl)cc2)c1=O)NCCc1ccccc1
  12	128
> Cc1cc(C(=O)CSc2nnc(-c3cccs3)o2)c(C)n1-c1ccccc1
  7	113
> COc1ccc(-c2nnc(NC(=O)c3ccc(Cl)cc3Cl)s2)cc1
  -7	.
> O=c1c2cc3c(=O)n(-c4ccc(S)cc4)c(=O)c3cc2c(=O)n1-c1ccc(S)cc1
  4	.
> CCOC(=O)c1c(-c2ccccc2)csc1-n1c(C)ccc1C
  1	.
> CCOC(=O)CCCSc1nc2sc3c(c2c(=O)n1-c1ccccc1)CCCC3
  -8	.
> Cc1cc2c(s1)c1cnn(CC(=O)NCCc3ccccc3)c(=O)c1n2C
  10	81
> COc1ccccc1-c1ccc(C(=O)O)o1
  5	91
> CCOc1ccc(CN2CCN(C(=O)c3ccccc3OC)CC2)cc1
  -7	.
> O=C(CN1C(=O)c2ccccc2S1(=O)=O)Nc1ccc(S(=O)(=O)N2CCCC2)cc1
  2	109
> CC(C)C(=O)NC(c1ccco1)c1ccc2cccnc2c1O (centres undefined)
  -11	85
> C=CCN1C(=O)/C(=C\c2ccc(Br)cc2)C(=O)NC1=S
  16	.
> CC(C)(C)NS(=O)(=O)c1cccc2nsnc12
  -9	.
> Cc1cc(C)c(NC2=NCC(=O)N2C2CCCCC2)c(C)c1
  -3	101
> CCCCCN(CCCCC)C(=O)c1ccccc1C(=O)Nc1ccccc1
  -10	.
> COc1ccc(/C(N)=N/OC(=O)COc2ccc3ccccc3c2)cc1
  -4	.
> CCOC(=O)Cn1c(=NC(=O)CSC(C)=O)sc2cc(OC)ccc21
  5	.
> O=S(=O)(Nc1ncn[nH]1)c1ccc2ccccc2c1
  2	152
> CCc1ccc(N2CCN(C(=O)c3ccc(OC)c(OC)c3)CC2)cc1
  -3	96
> CC(=O)Nc1ccc(N2C(=O)C3C4c5ccccc5C(c5ccccc54)C3C2=O)cc1 (centres undefined)
  9	.
> CCc1ccccc1NC(=O)CSc1nnc(-c2ccco2)n1N
  2	102

Look-ups from the list.
For HePTP inh, `COc1ccc(/C(N)=N/OC(=O)COc2ccc3ccccc3c2)cc1` is entered as -4
For HePTP inh, `CCn1c(=S)ccc2ccc(OC)cc21` is entered as -1
For HePTP inh, `Cc1onc(-c2ccccc2Cl)c1C(=O)N1CC(C)OC(C)C1` (centres undefined) is entered as -3
For HePTP inh, `Cc1n[nH]c(C)c1CCc1nc2c3ccccc3nc(SCC(N)=O)n2n1` is entered as 1
For BAP1 inh, `O=C(O)c1cccc(NC(=O)C23CC4CC(C2)CC(n2cnc(Cl)n2)(C4)C3)c1` is entered as 95

New compounds follow
Below each compound – HePTP inh	BAP1 inh
> CN(C(=O)c1ccncc1)c1nnc(-c2ccccn2)s1
  -7	310
> c1ccc(-n2nnnc2NCCc2c[nH]c3ccccc23)cc1
  5	94
> Cc1cc([N+](=O)[O-])ccc1NC(=O)c1ccccc1C(=O)O
  -9	.
> O=C(COc1ccccc1[N+](=O)[O-])N=Nc1c(O)[nH]c2ccc(Br)cc12
  -6	.
> CC(=O)N1CCc2cc(S(=O)(=O)NCCC(=O)Nc3ccc4c(c3)OCCO4)ccc21
  -9	90
